Pf apPOL inh: Pf-apPOL inhibitors, biochemical, fluorescence; Recombinant Pf-apPOL, molecular beacon fluorescence, 1.5 h; hit rate 0.25% among 210,000; Plasmodium falciparum apicoplast DNA polymerase (apPOL); inhibition, % at 10 µM
mHTT CaM bind: mutant huntingtin-calmodulin interaction inhibitors – biochemical, AlphaScreen, primary screen; P42858; AlphaScreen His-mHTT/GST-CaM binding, luminescence; inhibition, % at 15 µM; hit rate 3.6% among 190,000; AID 1671202, 2021;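 further: 0% = both proteins with DMSO and 100% = one protein alone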
Starred values were filed as active, the others as inactive; nt = not tested or not shown; & = joins results of further samples. No stated cut-off is given here; in the data, active means inhibition above about 50%; inactive means the rest.

Preview (23 entries):
SMILES | Pf apPOL inh | mHTT CaM bind
O=S1(=O)CC(N2CCN(Cc3ccccc3F)CC2)CN1Cc1cn(Cc2cccc(C(F)(F)F)c2)nn1 (centres undefined) | 0 | 7
CCOC(=O)Cc1csc(N=CNO)n1 | 1&-13 | nt
CSc1ccc(C2C(C#N)=C(N)Oc3n[nH]c(C(C)(C)C)c32)cc1 (centres undefined) | -4 | 33
Cc1ccccc1NC(=O)c1ccc(F)c(S(=O)(=O)NCCc2ccccc2)c1 | -3 | 4
Cc1nnc2n1CCN(C(=O)c1nccc3ccccc13)C2 | -9 | 1
CC(Sc1ccc(Cl)cc1)C(=O)Nc1ccccc1C(N)=O (centres undefined) | 2 | -4
Cc1cc(C)c(S(=O)(=O)NCc2ccc3c(c2)OCO3)cc1[N+](=O)[O-] | -8 | 3
CCC(C)(C(=O)NC1CCCC1)N(C)C(=O)c1ccccn1 (centres undefined) | 0 | 0
Cc1cccc(CN2CCN(C3CCN(C(=O)NCc4ccc(F)cc4)CC3)C2=O)c1 | -6 | 21
COc1ccc(-c2nc3n(n2)C(c2ccc(Cl)cc2)C2=C(CCCC2=O)N3)cc1 (centres undefined) | -2 | 15
Cc1ccc(-n2c(=O)c3sccc3n(CC(=O)NC3CCCC3)c2=O)cc1F | -2 | -3
O=[N+]([O-])c1ccc(N2CCNCC2)cc1NC1C2CC3CC(C2)CC1C3 (centres undefined) | 0 | 82*
O=C(C1CCN(c2nc3ccc(-c4cccnc4)nc3s2)CC1)N1CCCC1 | -2 | 10
CCN1CCN(c2ncc3c(n2)CCN(Cc2cc(OC)ccc2OC)C3)CC1 | 0 | 48
COc1cc(C2C(=O)N(C3CCCCC3)CC(=O)N2C2CCCCC2)ccc1OC(C)C (centres undefined) | -6 | 20
COc1cccc(C2N(c3cccc(Cl)c3)C(=O)C3CCCN32)c1OC (centres undefined) | -7 | 12
Cc1nnc(NC(=O)c2cccnc2)s1 | -4 | -2
CC(=O)Nc1ccc(NC(=O)c2sc3cc(C)ccc3c2Cl)cc1 | 12 | -1
COc1ccc(NC(=O)N2CCC3(C2)C(=O)N(C)c2ccccc23)cc1F (centres undefined) | -3 | 9
O=C(CN1CCc2ccccc2C1C(=O)N1CCCC1)NCc1ccc(C(F)(F)F)cc1 (centres undefined) | -2 | -2
FC(F)(F)C1=Nc2ccccc2N=C(c2cccs2)C1 | -2 | 3
O=C(Nc1nc(-c2ccc(F)cc2F)cs1)c1c(F)cccc1F | 1 | -7
O=[N+]([O-])C1=C(Nc2ccccc2O)CS(=O)(=O)C1 | 2 | -4

The listing, repeating the preview:
SMILES | Pf apPOL inh | mHTT CaM bind
O=S1(=O)CC(N2CCN(Cc3ccccc3F)CC2)CN1Cc1cn(Cc2cccc(C(F)(F)F)c2)nn1 (centres undefined) | 0 | 7
CCOC(=O)Cc1csc(N=CNO)n1 | 1&-13 | nt
CSc1ccc(C2C(C#N)=C(N)Oc3n[nH]c(C(C)(C)C)c32)cc1 (centres undefined) | -4 | 33
Cc1ccccc1NC(=O)c1ccc(F)c(S(=O)(=O)NCCc2ccccc2)c1 | -3 | 4
Cc1nnc2n1CCN(C(=O)c1nccc3ccccc13)C2 | -9 | 1
CC(Sc1ccc(Cl)cc1)C(=O)Nc1ccccc1C(N)=O (centres undefined) | 2 | -4
Cc1cc(C)c(S(=O)(=O)NCc2ccc3c(c2)OCO3)cc1[N+](=O)[O-] | -8 | 3
CCC(C)(C(=O)NC1CCCC1)N(C)C(=O)c1ccccn1 (centres undefined) | 0 | 0
Cc1cccc(CN2CCN(C3CCN(C(=O)NCc4ccc(F)cc4)CC3)C2=O)c1 | -6 | 21
COc1ccc(-c2nc3n(n2)C(c2ccc(Cl)cc2)C2=C(CCCC2=O)N3)cc1 (centres undefined) | -2 | 15
Cc1ccc(-n2c(=O)c3sccc3n(CC(=O)NC3CCCC3)c2=O)cc1F | -2 | -3
O=[N+]([O-])c1ccc(N2CCNCC2)cc1NC1C2CC3CC(C2)CC1C3 (centres undefined) | 0 | 82*
O=C(C1CCN(c2nc3ccc(-c4cccnc4)nc3s2)CC1)N1CCCC1 | -2 | 10
CCN1CCN(c2ncc3c(n2)CCN(Cc2cc(OC)ccc2OC)C3)CC1 | 0 | 48
COc1cc(C2C(=O)N(C3CCCCC3)CC(=O)N2C2CCCCC2)ccc1OC(C)C (centres undefined) | -6 | 20
COc1cccc(C2N(c3cccc(Cl)c3)C(=O)C3CCCN32)c1OC (centres undefined) | -7 | 12
Cc1nnc(NC(=O)c2cccnc2)s1 | -4 | -2
CC(=O)Nc1ccc(NC(=O)c2sc3cc(C)ccc3c2Cl)cc1 | 12 | -1
COc1ccc(NC(=O)N2CCC3(C2)C(=O)N(C)c2ccccc23)cc1F (centres undefined) | -3 | 9
O=C(CN1CCc2ccccc2C1C(=O)N1CCCC1)NCc1ccc(C(F)(F)F)cc1 (centres undefined) | -2 | -2
FC(F)(F)C1=Nc2ccccc2N=C(c2cccs2)C1 | -2 | 3
O=C(Nc1nc(-c2ccc(F)cc2F)cs1)c1c(F)cccc1F | 1 | -7
O=[N+]([O-])C1=C(Nc2ccccc2O)CS(=O)(=O)C1 | 2 | -4
CNC(=O)c1ccc(N2CCC(NCc3cc(Br)ccc3O)C2)nc1 (centres undefined) | -4 | 3
Cc1ccc(C(=O)NNc2ncnc3cc(C(C)(C)C)sc23)cc1 | -10 | nt

Profiles from above. Screens in order: Pf apPOL inh, mHTT CaM bind
`CSc1ccc(C2C(C#N)=C(N)Oc3n[nH]c(C(C)(C)C)c32)cc1` (centres undefined) is listed as -4, 33
`COc1cccc(C2N(c3cccc(Cl)c3)C(=O)C3CCCN32)c1OC` (centres undefined) is listed as -7, 12

(listing goes on)
SMILES | Pf apPOL inh | mHTT CaM bind
Cc1nc(-c2ccc(-c3noc(COc4ccc(F)cc4)n3)cc2)cs1 | 0 | -3
COc1ccc2oc(C(=O)c3ccc(F)cc3)c(NC(C)=O)c2c1 | -8 | -8
CCc1ccc(-n2nc3ccc(NC(=O)c4ccccc4OC)cc3n2)cc1 | -8 | -9
Cc1cc(C)c2oc(=O)n(C3CCN(C(=O)c4ccccc4)CC3)c2c1 | 0 | -4
CCCCN(CCCC)c1nc2c([nH]1)c(=O)[nH]c(=O)n2C | nt | 1
CCOC(=O)C1=C(C)NC(=S)NC1c1ccc(C)s1 (centres undefined) | nt | 0
O=[N+]([O-])c1ccc(S(=O)(=O)NC2C3CC4CC(C3)CC2C4)cc1 (centres undefined) | -4 | 6
O=C(O)CCC(=O)Nc1nc(-c2cc3cc(Cl)ccc3oc2=O)cs1 | 2 | -3
O=S(=O)(NCCc1ccccn1)c1cc(S(=O)(=O)c2ccccc2)cs1 | -6 | nt
CC(C)(C)NC(=O)Nc1ccc(N2CCCC2)c(C(=O)N2CCCC2)c1 | -1 | 4
Cc1cc(NC(=O)c2ccccc2I)ccc1NC(=O)c1ccccc1 | -3 | 2
CC(NC(=O)C1CCN(c2cncnc2N2CCOCC2)CC1)c1ccc(F)cc1 (centres undefined) | 0 | 8
CN(CC(=O)N1CCOCC1)Cc1cc(-c2cccs2)n[nH]1 | -7 | 2
Cc1nn(-c2ccccc2)c(Cl)c1C(=O)Nc1ccc(I)cc1 | -2 | 2
O=C(O)C1CCCCC1C(=O)N1CCN(c2ccccc2)CC1 (centres undefined) | -1 | -4
COc1ccc(/C=C/C2=NC(=C\c3ccc(Cl)cc3)/C(=O)O2)cc1 | -4 | 11
CCCCCn1c(SCc2ncc(C(F)(F)F)cc2Cl)n[nH]c1=O | -6 | nt
CC(C)(C)C1CCc2c(sc(NC(=O)c3ccccc3F)c2C(=O)NCCO)C1 (centres undefined) | -5 | -1
CCCc1cc(C2CCCN2C(=O)c2cc(C(C)C)on2)no1 (centres undefined) | 0 | -1
O=C(NCC1CCCO1)NC1(c2nc(C3CC3)no2)CCCCC1 (centres undefined) | 7 | -3
CCC(=O)N1CCc2cc(Br)cc(S(=O)(=O)NCCC3=CCCCC3)c21 | -6 | -5
Cc1ccc(NC(=O)CCN2CCN(CCO)CC2)cc1 | -7 | 1
O=C(O)Cc1ccc(NCc2ccc(Br)cc2)cc1 | -7 | -1
O=C(CSc1ccccn1)NCc1cc(C(=O)c2ccccc2)ccc1O | -5 | -2
Cc1nn(CC(=O)N2CCOCC2)c(C)c1[N+](=O)[O-] | -2 | -10
Following part
SMILES | Pf apPOL inh | mHTT CaM bind
Cc1ccc(-c2nnc3ccc4ccccc4n23)cc1 | -10 | 15
O=C(Nc1cccc(F)c1)c1cc(I)ccc1Cl | -3 | -28
O=c1c2sccc2nc(SCc2cc(=O)n3cc(Cl)ccc3n2)n1Cc1ccccn1 | -7 | 19
Cc1ccc([C@H]2C[C@@H](O)[C@H](n3cc(-c4ccc(F)cc4)nn3)CN2C(=O)C2CCCCC2)cc1 | -4 | 0
O=C(NCC1CCCO1)c1c(NC(=O)C2COc3ccccc3O2)sc2c1CCCC2 (centres undefined) | 12 | -2
CC1CCN(Cc2cc(Cn3ccnc3)c3cccnc3c2O)CC1 | 5 | 100*
Cc1occc1C(=O)Nc1ccc(I)cc1 | 0 | -2
CNC(=O)C1CC(=O)N(C)C1 (centres undefined) | nt | -3
O=C(Nc1ccc(F)cc1F)C1CCN(c2ncnc3c2nc2n3CCCCC2)CC1 | -5 | -3
COC(=O)COc1ccc2c(c1C)OC(=Cc1ccco1)C2=O | -6 | 10
CCOC(=O)c1c(C)nc2cc(C)ccn12 | -7 | nt
O=C(Nc1nncs1)c1ccccc1Br | 2 | 2
COc1ccc(CNS(=O)(=O)c2ccc3[nH]c4c(c3c2)CCCCC4)cc1 | -5 | 97*
O=C(CSc1nc(O)cc(=O)[nH]1)c1ccccc1 | -4 | 5
O=[N+]([O-])c1ccc(O)c(C=Nc2ccc(Nc3ccccc3)cc2)c1 | -3 | 19
O=C(c1cc2c(s1)CCCC2)N1CCc2nc3cc[nH]n3c(=O)c2C1 | -1 | 1
O=S1(=O)NC(=NCCCN2CCOCC2)c2ccccc21 | nt | -6
COc1ccc(CNC(=O)N2CC3CC(NS(=O)(=O)c4ccccc4)C2C3)cc1 (centres undefined) | -5 | 0
CCN(Cc1ccccc1)C(=O)CNS(=O)(=O)c1ccc(Br)s1 | 5 | -5
O=C(CN1C(=O)/C(=C/c2cccc(Cl)c2)Sc2ccccc21)NCCN1CCCCCC1 | -1 | 54*
CC(C)c1nnc(NC(=O)c2cccc(NC(=O)C(F)(F)F)c2)s1 | -1 | -1
Cc1nc(-c2ccccc2)sc1C(=O)N1CCC(C(C)C(=O)NCc2ccco2)CC1 (centres undefined) | 5 | 33
COc1ccc(-c2c(C(F)(F)F)oc3c(CN4CCCCC4)c(O)ccc3c2=O)cc1OC | 12 | 6
COc1ccc(C2C3=C(N=C4SCC(=O)N42)c2ccccc2CC3)cc1 (centres undefined) | -9 | 15
O=C(Nc1ccccc1C(F)(F)F)c1ccc([N+](=O)[O-])cc1Cl | -3 | 12
(more compounds)
SMILES | Pf apPOL inh | mHTT CaM bind
COc1cccc(NC(=O)CCn2cnc3ccccc3c2=O)c1 | -5 | -3
Cc1cc(N2C(=O)C3CCCCC3C2=O)no1 (centres undefined) | -7 | -1
CC1Oc2ccccc2N(Cc2nc(-c3ccc(Cl)c(F)c3)no2)C1=O (centres undefined) | -6 | -19
CC(C)Cn1c(CC2CCN(C(=O)c3n[nH]c4ccccc34)C2)nc2cccnc21 (centres undefined) | -6 | 6
O=C(CSc1ncc(-c2ccccc2)[nH]1)Nc1ccccc1Cl | -6 | 11
CCCOc1ccc(C(=O)Nc2ccc(N3CCCC3)cc2)cc1 | -6 | 3
Cc1ccc(C)c(CNC(=O)C2CC(=O)N(CCc3ccccc3)C2)c1 (centres undefined) | -2 | 0
Cc1cc(C2CCCN2C(=O)c2cc(-c3ccccc3)no2)no1 (centres undefined) | -1 | -7
O=C(/C=C/Nc1ccccn1)c1ccc(Cl)s1 | -10 | -3
O=C1OC(c2ccc([N+](=O)[O-])cc2)=N/C1=C\c1cc(Br)cs1 | 1 | 6
COc1ccc(C)cc1NC(=O)c1cccc([N+](=O)[O-])c1C | -7 | 0
CC(C)(C)OC(=O)NCc1cc(F)ccc1/C=C/S(=O)(=O)NCc1ccc(F)cc1 | 0 | -4
Cc1ccc(C(=CC=C(C#N)C#N)Sc2nc3ccccc3s2)cc1 | -4 | nt
CN(C)c1ccc(/C=C/c2[nH]c(=O)[nH]c(=O)c2[N+](=O)[O-])cc1 | -4 | -4
O=C(CCN1CCN(C2c3ccccc3-c3ccccc32)CC1)Nc1cccc(C(F)(F)F)c1 | 0 | 69*
C=CCn1c(=N)c(C(=O)NCc2ccccc2)cc2c(=O)n3cccc(C)c3nc21 | -2 | 5
C/C(=C\C(=O)NC1CC(C)(C)NC(C)(C)C1)NC1CC(C)(C)NC(C)(C)C1 | 32 | 1
O=C(c1ccc(F)cc1F)N1CCC2(CC1)NC(=O)N(Cc1ccc(Cl)cc1)C2=O | 1 | 21
O=C1C2CC=C(Cl)CC2C(=O)N1CNc1ccc(Br)cc1 (centres undefined) | -9 | -2
O=C(NC1CC1)C1CCCN(C(=O)c2ccoc2)C1 (centres undefined) | -1 | -10
O=C1CCC([N+](=O)[O-])C(c2cccc(Oc3ccccc3)c2)N1 (centres undefined) | -5 | 3
COc1ccc(N2CCN(CCNC(=O)C(=O)Nc3ccc(F)c(F)c3)CC2)cc1 | 1 | -10
O=C1CCC[C@H]2C[C@H](NCc3cccnc3)CC[C@]23CCCN13 | -13 | -12

Rows are unselected; 3.6% or so of the library scored in one or more.
